UBC13 polyUb: UBC13 polyubiquitin chain formation inhibitors, primary screen, biochemical, TR-FRET, uHTS. inhibition, % at 20 µM. actives 0.47% (n = 330,000). AID 485273, 2010. Ubiquitin-conjugating enzyme E2 N (Homo sapiens), P61088; in the data active means inhibition above about 45%, passing the limit was not always enough
Target sequence (P61088 whole entry, looked up): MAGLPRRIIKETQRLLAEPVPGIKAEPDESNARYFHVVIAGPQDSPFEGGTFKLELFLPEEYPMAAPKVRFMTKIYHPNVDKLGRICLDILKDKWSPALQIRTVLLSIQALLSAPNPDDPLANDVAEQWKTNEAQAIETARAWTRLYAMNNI
CCR6 antagonist: CCR6 receptor antagonists, primary screen, cell-based, CHO-K1, luminescence, beta-arrestin, uHTS. actives 0.49% (n = 340,000). C-C chemokine receptor type 6 (Homo sapiens), P51684. AID 493098, 2011. CHO-K1 CCR6 PathHunter beta-arrestin, CCL20-stimulated. inhibition, % at 20 µM;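 active means compounds whose inhibition of the agonist-driven luminescence signal at 20 µM reaches about 50%, limit read from the data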;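 further: cells stimulated with CCL20 at 14 nM final; plate controls were DMSO with CCL20 for no effect and DMSO without agonist for full effect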
Target sequence (P51684 whole entry, looked up): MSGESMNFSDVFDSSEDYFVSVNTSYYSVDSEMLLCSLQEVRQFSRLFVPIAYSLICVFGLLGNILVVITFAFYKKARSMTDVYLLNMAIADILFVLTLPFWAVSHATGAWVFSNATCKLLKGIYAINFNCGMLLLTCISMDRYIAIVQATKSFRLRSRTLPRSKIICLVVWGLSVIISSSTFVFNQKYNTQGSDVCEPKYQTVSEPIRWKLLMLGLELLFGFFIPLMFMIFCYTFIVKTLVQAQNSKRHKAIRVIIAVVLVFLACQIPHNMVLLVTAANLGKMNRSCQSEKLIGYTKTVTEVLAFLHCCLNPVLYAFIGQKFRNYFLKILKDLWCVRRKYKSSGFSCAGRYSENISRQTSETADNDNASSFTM
Apaf1 inhib: inhibitors of human Apaf-1 apoptosome, primary screen, biochemical, DEVD-Rh110 fluorescence, uHTS; AID 489030, 2010; reconstituted apoptosome caspase-3 activity; actives 0.71% (n = 330,000); inhibition, % at 20 µM; active means inhibition of at least 40% at 20 µM;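 further: plate controls were DMSO wells for no effect and DEVD-CHO caspase inhibitor wells for full effect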
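System: reconstituted apoptosome with Apaf-1, cytochrome c, caspase-9, procaspase-3, dATP; Signal: Rh110 fluorescence intensity; Schedule: 30 min compound preincubation, 50 min activation, room temperature; Reagent: cytochrome c trigger plus (Z-DEVD)2-Rh110 caspase-3 substrate.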
Jurkat NFkB inh: inhibitors of induced NF-kB luciferase reporter, primary screen, TCR NF-kB activation inhibitor project, cell-based, luminescence, uHTS. Jurkat, PMA/ionomycin-induced NF-kB luciferase reporter. inhibition, % at 4 µM. actives 0.53% (n = 330,000). AID 435003, 2010
SENP8 inh: SENP8 protease inhibitors, primary screen, biochemical, luminescence | purified SENP8, Z-RLRGG-aminoluciferin cleavage | Sentrin-specific protease 8 (Homo sapiens), Q96LD8 | actives 1.2% (n = 330,000) | inhibition, % at 10 µM
697 NFkB inh: inhibitors of PMA/ionomycin-induced NF-kB reporter, 697 cells, primary screen, B-cell NF-kB inhibitor project, cell-based, luminescence, uHTS; 697 B-cell NF-kB luciferase reporter, 16 h; inhibition, % at 4 µM; actives 0.33% (n = 330,000); AID 435022, 2010; in the data active means inhibition above about 35%
Gli-Sufu block: Gli-Sufu pathway antagonists, primary screen, luciferase luminescence, Sufu-KO-LIGHT cells, uHTS. Sufu-KO-LIGHT fibroblasts, Gli luciferase reporter luminescence. inhibition, % at 5 µM. actives 0.74% (n = 340,000). AID 588413, 2011;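 active means inhibition above about 55%, limit read from the data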;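 further: 0% = DMSO-treated cells and 100% = wells with medium but no cells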
EBI2 antag: EBI2 receptor antagonists, beta-arrestin recruitment, primary screen, cell-based, luminescence, 7a,25-OHC stimulation, uHTS; 7a,25-OHC stimulated; inhibition, % at 5 µM; actives 0.81% (n = 360,000); AID 651636, 2012; in the data active means inhibition above about 38%;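 further: enzyme fragment complementation signal reports receptor beta-arrestin coupling in cells; 0% = agonist plus DMSO wells and 100% = wells without agonist; some results beyond the cut were filed as inactive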
Target sequence (P32249 whole entry, looked up, the tested form may be a part): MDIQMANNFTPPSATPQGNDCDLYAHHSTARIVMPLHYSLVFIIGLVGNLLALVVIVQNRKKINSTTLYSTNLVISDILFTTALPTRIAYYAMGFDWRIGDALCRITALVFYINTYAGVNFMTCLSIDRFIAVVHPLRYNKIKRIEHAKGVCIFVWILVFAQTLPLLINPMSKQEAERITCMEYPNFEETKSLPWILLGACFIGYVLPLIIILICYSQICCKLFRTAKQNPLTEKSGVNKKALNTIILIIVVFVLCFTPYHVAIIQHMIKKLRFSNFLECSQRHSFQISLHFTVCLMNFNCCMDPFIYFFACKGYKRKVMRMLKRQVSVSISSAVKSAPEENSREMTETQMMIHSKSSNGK
Starred values were filed as active, the others as inactive; nt = not tested or not shown. Unless noted, no stated cut-off is given here; in the data, active means inhibition above about 50%; inactive means the rest. An excerpt; the hit share may differ from the screen's.

SMILES,UBC13 polyUb,CCR6 antagonist,Apaf1 inhib,Jurkat NFkB inh,SENP8 inh,697 NFkB inh,Gli-Sufu block,EBI2 antag
CC1=NN(C(=O)c2ccccc2)C(O)(c2ccc(Br)cc2)C1 (stereo not given),-8,55*,-5,-14,-9,1,-16,14
CC[C@]12c3[nH]c4ccccc4c3CCN1C(=O)C(CC(=O)NCc1cccc(C(F)(F)F)c1)C[C@@H]2C(=O)N1CCN(C(=O)c2ccco2)CC1 (stereo not given in full),-5,0,21,3,-10,-15,4,-2
CCOC(=O)c1ccc(N2C(=O)C3ON(c4ccccc4)C(c4ccco4)C3C2=O)cc1 (stereo not given),-1,-6,4,2,-1,7,5,3
Cc1ccc(N(CC(=O)NCC2CCCO2)S(C)(=O)=O)cc1Cl (stereo not given),5,10,-14,10,-6,8,0,-7
CN(CC1CCN(CCc2cccc(C(F)(F)F)c2)CC1)C(=O)c1ccc(F)cc1,3,13,9,19,11,1,37,-2
CCOC(=O)C(=O)Nc1cc(C)nn1-c1nc2ccccc2[nH]1,-14,0,-16,0,-8,-22,-6,-1
O=c1c2ccccc2ncn1-c1ccccc1F,3,15,-1,13,4,5,-9,-1
Nc1ccccc1SC1CC(=O)N(c2ccccc2Cl)C1=O (stereo not given),9,-7,6,7,2,12,-5,8
Nn1c(SCC(=O)NC2CCCc3ccccc32)nnc1-c1cccs1 (stereo not given),4,0,2,-9,2,7,-6,-6
O=C(NC1CCCCC1)c1ccc(S(=O)(=O)NCc2ccco2)cc1,2,10,-3,-8,-2,-8,4,3
Cn1c(-c2ccc(F)cc2)cc2onc(-c3ccccc3Cl)c2c1=O,9,5,18,-204,-35,-275,-121,-1
O=S(=O)(Nc1ccc2ccccc2n1)c1ccccc1Cl,5,1,2,-12,3,1,4,8

Only EBI2 antag, Gli-Sufu block and CCR6 antagonist, for some of the entries so far:
SMILES	EBI2 antag	Gli-Sufu block	CCR6 antagonist
CC[C@]12c3[nH]c4ccccc4c3CCN1C(=O)C(CC(=O)NCc1cccc(C(F)(F)F)c1)C[C@@H]2C(=O)N1CCN(C(=O)c2ccco2)CC1 (stereo not given in full)	-2	4	0
CCOC(=O)c1ccc(N2C(=O)C3ON(c4ccccc4)C(c4ccco4)C3C2=O)cc1 (stereo not given)	3	5	-6

(cont.)
SMILES,UBC13 polyUb,CCR6 antagonist,Apaf1 inhib,Jurkat NFkB inh,SENP8 inh,697 NFkB inh,Gli-Sufu block,EBI2 antag
Cc1no[n+]([O-])c1COc1ccccc1/C=C1\NC(=S)NC1=O,-11,-7,12,0,-5,-12,-5,-11
COc1ccc(-c2nc(N)ncc2-c2csc(C)n2)c(O)c1OC,-14,2,2,-9,2,-9,1,-13
CN(NC(=O)c1ccccc1F)c1ccc([N+](=O)[O-])cn1,-6,-3,2,-4,-3,12,-5,-13
COc1ccc(C(=O)Nc2cc(C)nn2-c2nc3ccccc3[nH]2)c(OC)c1,-24,35,-8,7,-4,-6,-3,-4
O=c1c2cc(Br)cc(Br)c2oc2nc3n(c(=O)c12)CCCS3,-2,nt,31,-6,0,15,nt,nt
Cc1nc(C)c(C(=O)NNS(=O)(=O)c2ccccc2)s1,-25,2,1,2,-11,-4,7,-5
Nc1ccc2nc(-c3ccccc3)sc2c1,17,0,3,-113,96*,-344,-112,10
COC(=O)CSc1nnc(CCc2nc3ccccc3[nH]2)n1C,4,-7,2,-5,0,-21,4,0
N#Cc1ccccc1NC(=O)CNc1cc(S(=O)(=O)N2CCOCC2)ccc1NCC1CCCO1 (stereo not given),-5,8,-2,-8,-7,-1,-15,3
COc1cc(CNC2CCCCCC2)cc(OC)c1,4,2,2,1,-4,9,9,-4
O=C(O)C1CCC(Cn2c(SCc3cc(=O)n4cc(Cl)ccc4n3)nc3ccsc3c2=O)CC1 (stereo not given),2,-9,6,9,-12,10,-1,7
Oc1ccc(N2CCN(C(c3ccccn3)c3nnnn3C3CCCC3)CC2)cc1 (stereo not given),4,1,-24,-18,1,25,16,-1
COc1ccc(N=Nc2c(-c3ccc(OC)cc3)[nH]oc2=O)cc1,-54,40,4,-8,-8,-14,23,-1
CCc1cccc(N(C(=O)c2csnn2)C(C(=O)NC2CCCC2)c2cccnc2)c1 (stereo not given),0,9,8,-3,-1,16,22,-3
C=CCOc1ccc2ccccc2c1CNCCCN1CCOCC1,3,16,-20,10,-7,4,24,6
Cc1ccc(N(CC(=O)NCc2ccco2)C(=O)CNS(=O)(=O)c2ccc(F)cc2)c(C)c1,-5,9,14,-24,1,-15,-10,1
O=C(OCC(=O)c1ccc(S(=O)(=O)N2CCCC2)cc1)C1=COCCO1,-4,53*,2,3,-3,0,2,1
Cn1cc(CN2CCCC(CO)C2)c(-c2ccc(Oc3ccccc3)cc2)n1 (stereo not given),-3,5,7,-9,-7,-20,9,1
O=C(NNc1c(Cl)cc(Cl)cc1Cl)c1n[nH]c(=O)c2ccccc12,19,-5,-27,26,-9,-10,16,-8
CCOC(=O)c1ccc(N2C(=O)C(CC(N)=O)N(CCc3ccc(OC)c(OC)c3)C2=S)cc1 (stereo not given),-9,5,12,-17,0,2,-5,-12
COc1ccc(CCN2CC(C(=O)NCc3cccc4[nH]ccc34)CCC2=O)cc1 (stereo not given),2,4,4,10,0,18,-4,30
CCOc1ccc(/C(CC)=N/NC(=O)C2(C)CC2(Br)Br)cc1 (stereo not given),12,-21,3,-3,-5,18,-13,-5
CCc1cc(C(=O)Nc2ccc(OC)nc2)sc1C,-14,nt,13,-24,-10,-6,-26,-4
Cc1cc(C)c2sc(C)[n+](CCCS(=O)(=O)[O-])c2c1,24,-9,-5,-2,1,16,-16,-2
Cn1c(CO)cnc1SCC(=O)c1ccc(Br)cc1,-14,-8,-6,12,-3,5,-14,1
CCOC(=O)CC1C(=O)NCCN1C(=O)Nc1ccc(Cl)cc1 (stereo not given),0,11,-1,14,4,17,11,-2
O=C(Cn1cnc2c(OCc3ccccc3)ncnc21)NCc1ccccn1,3,0,-7,-8,-3,0,-4,-3
O=c1[nH]c(=S)[nH]c2nc(-c3ccccc3)cnc12,-3,2,5,10,0,13,-3,1
CCOC(=O)C1=C(C)OC(N)=C(C#N)C1c1cc2c(cc1Br)OCO2 (stereo not given),0,13,13,10,-1,2,3,-4
O=C(COC(=O)c1cc(S(=O)(=O)N2CCOCC2)ccc1F)NCCc1ccc(F)cc1,-5,-5,-3,-2,1,14,-6,0
COc1cc(C2CC(=O)NC(SCC(=O)Nc3ccccc3C)=C2C#N)ccc1O (stereo not given),2,8,-2,12,7,18,-2,6
Cc1cc(N2CCN(S(=O)(=O)c3ccc(Cl)c(Cl)c3)CC2)c2ccccc2n1,9,8,10,8,-6,-1,31,22
Cc1ncc(S(=O)(=O)c2ccc(Cl)cc2)c(-c2ccccc2)n1,2,-14,2,3,2,40*,4,15
CCC(C)(C)C1CCC(NC(=O)N2CCN(c3ccccc3O)CC2)CC1 (stereo not given),-7,-6,7,-25,9,-31,-3,-1
CCOC(=O)CNC(=O)c1sc(NC(=O)c2cccc(F)c2)nc1C,-8,-18,4,-9,2,0,-29,-4
Cc1cccc(NC(=O)C2CCN(c3nc(C)cc(C)n3)CC2)c1,-6,-6,4,-10,-5,-24,-12,-3

Part of the list above in order of length of the SMILES, low to high.
SMILES,UBC13 polyUb,CCR6 antagonist,Apaf1 inhib,Jurkat NFkB inh,SENP8 inh,697 NFkB inh,Gli-Sufu block,EBI2 antag
CCc1cc(C(=O)Nc2ccc(OC)nc2)sc1C,-14,nt,13,-24,-10,-6,-26,-4
Cn1c(CO)cnc1SCC(=O)c1ccc(Br)cc1,-14,-8,-6,12,-3,5,-14,1
O=c1[nH]c(=S)[nH]c2nc(-c3ccccc3)cnc12,-3,2,5,10,0,13,-3,1
CCOC(=O)CC1C(=O)NCCN1C(=O)Nc1ccc(Cl)cc1 (stereo not given),0,11,-1,14,4,17,11,-2
Cc1cc(C)c2sc(C)[n+](CCCS(=O)(=O)[O-])c2c1,24,-9,-5,-2,1,16,-16,-2
CCOc1ccc(/C(CC)=N/NC(=O)C2(C)CC2(Br)Br)cc1 (stereo not given),12,-21,3,-3,-5,18,-13,-5
Cc1ncc(S(=O)(=O)c2ccc(Cl)cc2)c(-c2ccccc2)n1,2,-14,2,3,2,40*,4,15
CCC(C)(C)C1CCC(NC(=O)N2CCN(c3ccccc3O)CC2)CC1 (stereo not given),-7,-6,7,-25,9,-31,-3,-1
O=C(NNc1c(Cl)cc(Cl)cc1Cl)c1n[nH]c(=O)c2ccccc12,19,-5,-27,26,-9,-10,16,-8
COc1cc(C2CC(=O)NC(SCC(=O)Nc3ccccc3C)=C2C#N)ccc1O (stereo not given),2,8,-2,12,7,18,-2,6
COc1ccc(CCN2CC(C(=O)NCc3cccc4[nH]ccc34)CCC2=O)cc1 (stereo not given),2,4,4,10,0,18,-4,30
Cc1cc(N2CCN(S(=O)(=O)c3ccc(Cl)c(Cl)c3)CC2)c2ccccc2n1,9,8,10,8,-6,-1,31,22
O=C(COC(=O)c1cc(S(=O)(=O)N2CCOCC2)ccc1F)NCCc1ccc(F)cc1,-5,-5,-3,-2,1,14,-6,0
CCOC(=O)c1ccc(N2C(=O)C(CC(N)=O)N(CCc3ccc(OC)c(OC)c3)C2=S)cc1 (stereo not given),-9,5,12,-17,0,2,-5,-12

Continued.
SMILES,UBC13 polyUb,CCR6 antagonist,Apaf1 inhib,Jurkat NFkB inh,SENP8 inh,697 NFkB inh,Gli-Sufu block,EBI2 antag
CCCS(=O)(=O)N1CCN(C2CCC(C)CC2)CC1 (stereo not given),8,3,-1,1,1,1,4,-2
Cc1ccc(C(=O)Oc2cccc(NC(=O)c3cccs3)c2)cc1S(=O)(=O)N1CCOCC1,-15,20,14,-15,-4,-38,-5,-20
CSCCC(NC(=O)COc1ccccc1)C(=O)N1CCOCC1 (stereo not given),-1,-5,-7,3,-1,12,-7,3
Cc1ccc(/C=N/N2CCN(Cc3cccc4ccccc34)CC2)s1,-3,4,6,-6,-9,15,-2,6
Nc1cc(=O)nc(SCC(=O)N2CCN(c3ccccc3)CC2)n1-c1ccccc1,-5,16,7,4,10,14,-1,-4
Cc1ccc(Nc2cc(C)c3ccc(O)cc3n2)cc1C,20,-1,2,-20,0,-69,-6,-4
Fc1ccc(OCc2nn3cnnc3s2)cc1,6,4,-3,-4,-6,6,2,-7
COC(=O)c1cc(=O)n(Cc2ccc3c(c2)OCO3)c(=Nc2ccccc2)s1,8,3,28,3,-13,6,7,53*
COc1ccc(OC)c(NC(=O)c2ccc(CN3CCc4ccccc4C3)cc2)c1,0,19,13,13,0,10,4,-1
COc1cccc(/C=N/Nc2nc(-c3cccnc3)nc3ccccc23)c1,11,6,4,-16,1,12,-5,-27
Cc1ccccc1C(=O)N1CCC(C(=O)Nc2ccc(S(=O)(=O)N3CCCCC3)cc2)CC1,-6,11,19,17,-10,-24,12,-10
COc1cc(NC(=S)NC(=O)c2ccccc2C)ccc1NC(=O)c1cccs1,-5,38,2,18,-1,-24,-9,9
Cc1cccc(-n2ncc3c(NCCCN4CCCC4=O)ncnc32)c1,10,4,2,-27,-7,-49,-41,-5
O=[N+]([O-])c1ccc2c(c1)OCCOCCOCCOCCOCCOCCO2,-6,10,-11,2,11,-2,-8,-3
